Bioassay records deposited in PubChem by several laboratories.
ERb coact inh: inhibitors of ERβ-SRC1 coactivator interaction, primary screen, biochemical, TR-FRET, ERβ LBD, SRC-1 peptide; Estrogen receptor beta (Homo sapiens), Q92731; TR-FRET ER-beta LBD / SRC1-Cy5 peptide binding; receptor agonist-loaded with 1 µM estradiol; inhibition, % at 25.6 µM; 86,000 tested, 1.3% active; AID 633, 2007;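 active = compounds whose percent inhibition of the receptor-coactivator binding signal exceeds about 50% in the single-dose screen, limit read from the data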;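 also: 0% = receptor plus peptide wells without compound and 100% = peptide-only wells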
ERa coact pot: enhancers of ERα–SRC-1 coactivator binding, primary screen, biochemical, TR-FRET, ERα LBD, low estradiol | 86,000 tested, 1.3% active | coactivator binding (% of control), % at 25.6 µM | AID 639, 2007 | TR-FRET ERalpha-LBD/SRC-Cy5 coactivator binding, 2 h; 100 = basal binding, no effect; in the data active = activity above about 200%;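 also: binding measured in presence of low estradiol as agonist stimulus; 0% = peptide alone without receptor and 100% = receptor with peptide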
H69AR growth 86K: proliferation blockers of H69AR lung cancer cells, primary screen, cell-based, human, 86K library; H69AR lung tumor viability, ATP luminescence, 72 h; active compounds read low; viability, % at 10 µM; 85,000 tested, 6% active; AID 598, 2007;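 active = viability at or below 40%; inactive = viability above 40%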;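 also: multidrug resistant small cell line overexpressing MRP-1 efflux transporter; 100% = mean luminescence of untreated control wells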
Smad3 inh: Smad3/FoxH1 peptide binding inhibitors, primary screen, biochemical, TR-FRET | inhibition, % at 25 µM | Mothers against decapentaplegic homolog 3 (Homo sapiens), P84022 | TR-FRET Smad3/Dy647-FoxH1 peptide binding, europium anti-His | 88,000 tested, 0.29% active;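 active = compounds that reduce the energy-transfer binding signal between the protein and its labelled peptide by more than half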;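 also: 0% = Smad3 plus labelled peptide maximal FRET and 100% = peptide-only background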
Target sequence (P84022 whole entry, looked up): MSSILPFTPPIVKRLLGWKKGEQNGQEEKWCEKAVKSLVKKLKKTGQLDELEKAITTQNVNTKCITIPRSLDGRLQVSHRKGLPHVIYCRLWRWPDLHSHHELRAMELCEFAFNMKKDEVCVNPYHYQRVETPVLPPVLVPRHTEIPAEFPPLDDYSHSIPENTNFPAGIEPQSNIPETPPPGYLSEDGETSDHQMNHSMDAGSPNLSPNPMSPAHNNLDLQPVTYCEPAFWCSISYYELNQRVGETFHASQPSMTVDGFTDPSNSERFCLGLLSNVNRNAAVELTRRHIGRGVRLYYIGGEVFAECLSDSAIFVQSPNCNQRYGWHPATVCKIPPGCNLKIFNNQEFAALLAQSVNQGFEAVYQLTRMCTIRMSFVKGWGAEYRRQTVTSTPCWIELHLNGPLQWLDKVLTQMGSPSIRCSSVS
HUVEC prolif 384: inhibitors of HUVEC proliferation, primary screen, cell-based, 384-well. CellTiter-Glo luminescence, 72 h; active compounds read low. viability, % at 10 µM (by protocol). 86,000 tested, 1.1% active;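 active = viability at or below 30%; inactive = viability above 30%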;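 also: 100% = median luminescence of DMSO-only cell control wells on each plate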
Lung fibro prol: antiproliferative effect on LL 47 fibroblasts – human, LL 47 cells, CellTiter-Glo luminescence, primary screen; LL 47 human lung fibroblast viability, ATP luminescence; active compounds read low; viability, % at 10 µM; 85,000 tested, 1.1% active; AID 719, 2007;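 active = viability at or below 50% in the single dose screen; inactive = viability above 50%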;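 also: compound exposure lasted 72 h before the ATP readout; 100% = median luminescence of untreated cell-only wells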
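Test system: LL 47 human lung fibroblasts; Quantity: 1,150 cells/well; Buffer or medium: IMEM plus 15% FBS; Dosing: tenfold compound dosing solution, DMSO at 0.1%; Timing: overnight cell rest, 72 h compound treatment at 37 °C; Detection: ATP-based CellTiter-Glo luminescent readout; Read-out basis: viability percentage against median untreated-cell control; Controls: cell-only wells, no compound.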
Calb biofilm kill: clotrimazole potentiators killing Candida biofilms, primary screen, with clotrimazole, Alamar Blue | C. albicans biofilm + clotrimazole | inhibition, % at 6 µM | 85,000 tested, 0.14% active | AID 834, 2007;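 active = inhibition above 20%; inactive = inhibition below 20%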;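 also: preformed 24 hr biofilms exposed to compound for 48 hr; 0% = biofilm without compound and 100% = blank killed by clotrimazole plus chlorhexidine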
sEH activator: soluble epoxide hydrolase activators, primary screen, biochemical, human sEH. activation, % at 2 µM. purified human sEH enzymatic activity, activator screen. 91,000 tested, 0.04% active; in the data active = activation above about 37%; also: values of inactives mirror those of a sister screen read the other way
Target sequence (P34913 whole entry, looked up): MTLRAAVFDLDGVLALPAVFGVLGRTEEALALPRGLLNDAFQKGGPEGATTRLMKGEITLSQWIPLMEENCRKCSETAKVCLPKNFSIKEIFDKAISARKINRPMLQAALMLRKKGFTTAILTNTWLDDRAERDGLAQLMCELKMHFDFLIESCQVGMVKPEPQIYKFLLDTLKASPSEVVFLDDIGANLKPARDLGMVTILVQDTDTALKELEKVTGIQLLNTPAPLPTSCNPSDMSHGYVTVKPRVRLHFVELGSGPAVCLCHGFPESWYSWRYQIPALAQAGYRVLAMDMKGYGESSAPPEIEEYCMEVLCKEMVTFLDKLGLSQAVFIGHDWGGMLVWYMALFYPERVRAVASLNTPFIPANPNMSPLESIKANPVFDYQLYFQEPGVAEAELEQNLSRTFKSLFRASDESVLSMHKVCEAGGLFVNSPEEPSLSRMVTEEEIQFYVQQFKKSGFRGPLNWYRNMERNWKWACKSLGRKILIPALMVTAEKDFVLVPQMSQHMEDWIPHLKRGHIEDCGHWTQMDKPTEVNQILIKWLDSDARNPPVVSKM
ERa coact inh: ERα–SRC-1 coactivator interaction inhibitors, primary screen, biochemical, TR-FRET, ERα LBD, estradiol-bound; inhibition, % at 25.6 µM; Estrogen receptor (Homo sapiens), P03372; AID 629, 2007; TR-FRET ER-alpha LBD / SRC-1 peptide; 86,000 tested, 1.7% active; in the data active = inhibition above about 50%;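 also: 0% = receptor plus peptide control and 100% = peptide only without receptor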
An asterisk follows results filed as active; . = no result given; [ ] = remark or other dose. Only part of the results is shown, so the mix of outcomes need not match the whole.

SMILES | ERb coact inh | ERa coact pot | H69AR growth 86K | Smad3 inh | HUVEC prolif 384 | Lung fibro prol | Calb biofilm kill | sEH activator | ERa coact inh
N#Cc1cc2c(nc1SCC(=O)Nc1sc3c(c1C#N)CCC3)CCCCC2 | 32 | 171[fluorescence artefact?] | 20* | -18[fluorescence artefact?] | 79 | 86 | 8 | 15 | 26[fluorescence artefact?]
COc1ccc(N(C)C(=O)CC2(CC(=O)O)CCCCC2)cc1 | -4 | 128 | 83 | -4 | 98 | 96 | 9 | . | -9
CCOC(=O)CCSc1nnc(-c2cccnc2)n1-c1ccccc1OC | 11[fluorescence artefact?] | 118 | 90 | 10 | 95 | 107 | 7 | -4 | 1[fluorescence artefact?]
Cc1occc1C(=O)Nc1cc(=O)n(C)c(=O)n1C | 1[fluorescence artefact?] | 102 | 99 | 8 | 93 | 93 | 4 | 6 | 2[fluorescence artefact?]
CC(C(N)=O)N1C(=O)c2cccc3cccc1c23 (stereo not drawn) | 1 | 106 | 79 | 6 | 104 | 94 | 2 | -2 | -7
COCCn1nnnc1CN(CCc1ccccc1)Cc1cc2ccc(C)cc2[nH]c1=O | -1[fluorescence artefact?] | 102 | 63 | -1 | 96 | 93 | 2 | . | 5[fluorescence artefact?]
CCn1nnnc1-c1ccc(OC)c(S(=O)(=O)NCCc2ccccc2)c1 | 0 | 103 | 90 | 2 | 104 | 98 | 6 | . | -2
Cc1cc(C)nc(SCc2nnc(SCC(=O)Nc3nccs3)n2Cc2ccco2)n1 | -1 | 109 | 94 | 4 | 83 | 101 | . | 6 | 5
CN(C)c1cccc(NC(=O)CCc2ccccc2)c1 | 16[fluorescence artefact?] | 98 | 93 | 0 | 81 | 84 | 3 | 9 | -4
COc1cc(OC)c(C2SCCN2S(=O)(=O)c2ccc(F)cc2)cc1OC (stereo not drawn) | -9 | 96 | 73 | 3 | 81 | 101 | -7 | 5 | -6
O=C(Nc1ccc(Cl)c(C(F)(F)F)c1)N1CCCC(O)C1 (stereo not drawn) | 0 | 119 | 90 | -10 | 100 | 96 | 2 | -57 | -2
COC(=O)c1cc2occc2n1CC(=O)Nc1cc(OC)cc(OC)c1 | -9 | 126 | 85 | 8 | 97 | 99 | 8 | 12 | -5
O=C(NC1CCCC1)C(c1cccs1)N(CC1CCCO1)C(=O)Cc1cccs1 (stereo not drawn) | 0[fluorescence artefact?] | 107 | 87 | -13 | 88 | 94 | 4 | 4 | 17
CCOc1cccc(=O)c2c(C)oc(C)c12 | 20 | 99[fluorescence artefact?] | 93 | 14 | 86 | 102 | 5 | 18 | 10
Cn1c(Cn2cnc3ccccc32)nc2ccccc21 | -1[fluorescence artefact?] | 101 | 90 | 1 | 104 | 102 | 3 | 6 | 1[fluorescence artefact?]
CCN1CCN(c2cc(C)c3cc(NC(=O)c4ccncc4)ccc3n2)CC1 | 28[fluorescence artefact?] | 88 | 99 | 3 | 94 | 96 | 18 | 3 | 15
C=CCn1c(SCC(C)=O)nnc1-c1cc(-c2ccccc2)sc1N | -2[fluorescence artefact?] | 87[fluorescence artefact?] | 63 | 1 | 70 | 87 | 9 | 3 | 1[fluorescence artefact?]
O=C(CSc1nnc(CN2CCOCC2)n1-c1ccc(Cl)cc1)N1CCc2ccccc21 | -2 | 104 | 99 | 6 | 101 | 95 | 3 | 10 | 4
Cc1noc(C)c1C(=O)N1CCc2ccccc21 | -8 | 119 | 90 | 4 | 97 | 95 | 9 | 10 | -9
O=C(NC(=O)N1CCN(c2ccccc2F)CC1)c1ccccc1 | -1 | 98 | 90 | 1 | 105 | 99 | 1 | 7 | 2
CCn1c(CNc2ccc(C(=O)O)cc2)nc2ccccc21 | 0 | 112 | 88 | 0 | 97 | 90 | 5 | 4 | -5
Cc1nn(-c2ccccc2)c2c1C1(C(=O)N(C(C)C)c3ccccc31)C(C#N)=C(N)O2 (stereo not drawn) | -7 | 113 | 52 | -2 | 80 | 92 | 5 | 8 | -5[fluorescence artefact?]
O=C(Cn1cccc1)N1CCN(c2ccc(F)cc2)CC1 | -9 | 127 | 89 | -4 | 91 | 102 | 3 | -12 | -8
CCN(CC)C(=O)c1sc(NC(=O)Cc2ccc(OC)cc2)c(C#N)c1C | 0 | 110 | 94 | 2 | 113 | 103 | 5 | 5 | 0
Cc1ccc(Nc2ccc(C(=O)O)cc2N)cc1 | -8 | 140 | 96 | 5 | 77 | 91 | 1 | -7 | -4
NC(=O)c1c(NC(=O)CSc2nnc(-c3ccco3)n2-c2ccccc2)sc2c1CCC2 | 82*[fluorescence artefact?] | 28[fluorescence artefact?] | 67 | 14 | 78 | 92 | 4 | . | 94*[fluorescence artefact?]
CN1CCN(S(=O)(=O)c2ccc(NC(=O)c3csc4ccccc34)cc2)CC1 | -13 | 109 | 77 | 4 | 72 | 98 | 5 | -75 | 1
COc1ccc2ccccc2c1CN1CCN(Cc2ccccc2)CC1 | 0 | 92 | 77 | 6 | 96 | 94 | 4 | 4 | -1
COC(=O)/C=c1/s/c(=C(\C#N)C(=O)NCc2ccco2)n(-c2ccccc2)c1=O | 7[fluorescence artefact?] | 127 | 79 | 6 | 97 | 103 | -1 | -8 | 0[fluorescence artefact?]
C=CCn1c(SCCCC)nc(O)cc1=O | 27 | 83[fluorescence artefact?] | 101 | -26 | 106 | 102 | 14 | . | 5

Shown as a markdown table: 2 of the compounds above.
| compound | ERb coact inh | ERa coact pot | H69AR growth 86K | Smad3 inh | HUVEC prolif 384 | Lung fibro prol | Calb biofilm kill | sEH activator | ERa coact inh |
| --- | --- | --- | --- | --- | --- | --- | --- | --- | --- |
| CN1CCN(S(=O)(=O)c2ccc(NC(=O)c3csc4ccccc34)cc2)CC1 | -13 | 109 | 77 | 4 | 72 | 98 | 5 | -75 | 1 |
| COc1ccc2ccccc2c1CN1CCN(Cc2ccccc2)CC1 | 0 | 92 | 77 | 6 | 96 | 94 | 4 | 4 | -1 |

Single records (already shown). Screens in order: ERb coact inh | ERa coact pot | H69AR growth 86K | Smad3 inh | HUVEC prolif 384 | Lung fibro prol | Calb biofilm kill | sEH activator | ERa coact inh
Cc1noc(C)c1C(=O)N1CCc2ccccc21 in the list: -8 | 119 | 90 | 4 | 97 | 95 | 9 | 10 | -9
COCCn1nnnc1CN(CCc1ccccc1)Cc1cc2ccc(C)cc2[nH]c1=O in the list: -1[fluorescence artefact?] | 102 | 63 | -1 | 96 | 93 | 2 | . | 5[fluorescence artefact?]
C=CCn1c(SCCCC)nc(O)cc1=O in the list: 27 | 83[fluorescence artefact?] | 101 | -26 | 106 | 102 | 14 | . | 5
CCOC(=O)CCSc1nnc(-c2cccnc2)n1-c1ccccc1OC in the list: 11[fluorescence artefact?] | 118 | 90 | 10 | 95 | 107 | 7 | -4 | 1[fluorescence artefact?]
O=C(CSc1nnc(CN2CCOCC2)n1-c1ccc(Cl)cc1)N1CCc2ccccc21 in the list: -2 | 104 | 99 | 6 | 101 | 95 | 3 | 10 | 4

Exported as labelled records: entries from further up
mol: CCN1CCN(c2cc(C)c3cc(NC(=O)c4ccncc4)ccc3n2)CC1
  ERb coact inh: 28[fluorescence artefact?]	ERa coact pot: 88	H69AR growth 86K: 99	Smad3 inh: 3	HUVEC prolif 384: 94	Lung fibro prol: 96	Calb biofilm kill: 18	sEH activator: 3	ERa coact inh: 15
mol: O=C(CSc1nnc(CN2CCOCC2)n1-c1ccc(Cl)cc1)N1CCc2ccccc21
  ERb coact inh: -2	ERa coact pot: 104	H69AR growth 86K: 99	Smad3 inh: 6	HUVEC prolif 384: 101	Lung fibro prol: 95	Calb biofilm kill: 3	sEH activator: 10	ERa coact inh: 4

(next part)
SMILES | ERb coact inh | ERa coact pot | H69AR growth 86K | Smad3 inh | HUVEC prolif 384 | Lung fibro prol | Calb biofilm kill | sEH activator | ERa coact inh
COC(=O)C1=C(Nc2ccc(OC)cc2)C=C(C)C(C(=O)OC)C1c1ccc(C)cc1 (stereo not drawn) | -1 | 107 | 56 | 12 | 87 | 84 | 2 | -6 | -3
Cc1nn(-c2ccc(F)cc2)c(C)c1NS(=O)(=O)c1ccc(Cl)cc1 | 2 | 95 | 75 | 1 | 30* | 88 | 7 | -3 | 4
O=C(c1ccc2c(c1)OCO2)N(c1ccc(Cl)cc1)C1C=CS(=O)(=O)C1 (stereo not drawn) | 11 | 96 | 74 | -4 | 99 | 95 | 7 | . | -5
CCc1ccc(OCC(=O)N(C)C)c(Br)c1 | -12 | 114 | 86 | 5 | 91 | 90 | 1 | 2 | -13
CCOc1cccc(N2C(=O)CC(N3CCN(c4nc5ccccc5s4)CC3)C2=O)c1 (stereo not drawn) | -9 | 88 | 99 | 1 | 92 | 105 | -3 | 15 | -11
COc1ccc(-c2nsc3c(N4CCCCC4)ncnc23)cc1 | -2 | 110 | 60 | 4 | 94 | 92 | 6 | 4 | 4
Nc1ccccc1-c1nnn(CC(=O)N2CCCc3ccccc32)n1 | -2 | 101 | 90 | 7 | 96 | 98 | 8 | 5 | 1
COC(=O)c1cn[nH]c1N | 6 | 124[fluorescence artefact?] | 98 | 0 | 110 | 103 | 7 | . | 6
COC(=O)c1ccc(NC(=O)c2cccc(OC)c2)cc1 | -2 | 99 | 74 | -3 | 98 | 96 | 4 | . | 1
CCOC(=O)c1ccccc1NC(=O)CN(c1cccc(OC)c1)S(C)(=O)=O | 10 | 111 | 65 | 11 | 106 | 93 | -1 | . | -8
COc1ccc(OCC(=O)N2CCN(C(=O)c3ccccc3)CC2)cc1 | 0[fluorescence artefact?] | 492*[fluorescence artefact?] | 84 | 1 | 91 | 97 | 8 | 2 | 0[fluorescence artefact?]
COC(=O)c1ccc(NC(=O)CN2CCN(c3ccc(Cl)cc3)CC2)cc1 | -13 | 115 | 79 | 4 | 87 | 113 | 4 | . | -4
COCCn1c(COC)nc2ccccc21 | -7 | 115 | 95 | 9 | 90 | 101 | 7 | 12 | -5
Cc1ccc(NS(=O)(=O)c2cccc(C(=O)Nc3cc(C)on3)c2)cc1 | . | . | 80 | . | 90 | 104 | 3 | . | .
CNC(=O)c1ccccc1F | -5 | 107 | 95 | 9 | 97 | 101 | 0 | -6 | -4
CNC(=O)C1=NCCCc2cc(OC)c(OC)cc21 | 7 | 99 | 91 | -11 | 105 | 96 | . | -5 | 0
CN1C(=S)SC(/[N+]([O-])=C/c2cccnc2)C1(C)C (stereo not drawn) | -8[fluorescence artefact?] | 113 | 103 | 14 | 93 | 104 | 2 | 2 | 6[fluorescence artefact?]
Cc1cc(C)c2ccc(N)nc2c1O | 1 | 97 | 14* | -3 | 76 | 9.4* | 6 | . | -2[fluorescence artefact?]
